# Source: PubChem (National Center for Advancing Translational Sciences (NCATS))
# POLB inh – inhibitors of human DNA polymerase beta | P06746 | Pol beta primer extension/strand displacement, fluorescence kinetic | AID 485314 | 340,000 compounds, 1.3% hits | Potency, µM (series often up to 114 µM), inactives show at the top dose activity change, negative = inhibition, hits mostly inhibitors; note: potency is the fitted concentration of half-maximal effect; % is set by controls: 0 for no effect and ±100 for the full control effect
#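 Kinetic readout of DNA synthesis with strand displacement by Pol beta. Compound and 10 nM enzyme sit 15 min at room temperature; 50 nM substrate starts the reaction, read immediately and at 10 min.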
# RXFP1 antag – blocks the human relaxin receptor RXFP1 | activity change, negative = inhibition, % at 57.5 µM | Q9HBX9 | 350,000 compounds, 0.59% hits | HEK293-RXFP1, relaxin-stimulated cAMP HTRF, 30 min; stronger effect = lower value;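 active = activity change of -60% or lower, but not beyond a set lower limit; inconclusive = change between -60% and -40%, or beyond the set limit; inactive = change above -40%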; note: % is set by controls: 0 for no effect and ±100 for the full control effect
# Pol iota inh – DNA polymerase iota (human) inhibition | Q9UNA4 | Pol iota fluorescent replication assay, 10 min | Potency, µM (doses to about 115 µM), without a hit: at the top dose activity, negative = inhibition, most hits filed as inhibitors | 390,000 compounds, 1% hits | AID 588590; note: potency is the fitted concentration of half-maximal effect
# Target sequence (Q9UNA4 whole entry, looked up): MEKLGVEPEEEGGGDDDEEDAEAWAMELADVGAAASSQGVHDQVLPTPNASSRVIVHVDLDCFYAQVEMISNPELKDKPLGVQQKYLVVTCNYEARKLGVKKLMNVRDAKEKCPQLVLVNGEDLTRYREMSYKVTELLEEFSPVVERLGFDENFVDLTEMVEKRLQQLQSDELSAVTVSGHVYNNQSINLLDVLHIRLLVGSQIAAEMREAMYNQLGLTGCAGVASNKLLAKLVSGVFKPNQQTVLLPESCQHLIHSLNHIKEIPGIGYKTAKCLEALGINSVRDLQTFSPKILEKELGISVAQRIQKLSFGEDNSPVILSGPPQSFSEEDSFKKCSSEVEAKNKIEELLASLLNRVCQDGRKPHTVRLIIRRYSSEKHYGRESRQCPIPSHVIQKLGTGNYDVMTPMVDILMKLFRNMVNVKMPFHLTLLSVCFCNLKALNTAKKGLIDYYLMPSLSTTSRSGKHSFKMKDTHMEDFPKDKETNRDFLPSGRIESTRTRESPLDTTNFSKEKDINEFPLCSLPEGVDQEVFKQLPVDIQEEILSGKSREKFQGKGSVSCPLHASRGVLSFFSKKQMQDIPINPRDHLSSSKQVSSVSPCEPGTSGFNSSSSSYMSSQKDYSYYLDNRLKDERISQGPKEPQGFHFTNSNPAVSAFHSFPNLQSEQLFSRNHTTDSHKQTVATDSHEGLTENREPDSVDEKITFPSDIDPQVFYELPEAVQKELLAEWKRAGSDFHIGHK
#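 Pol iota at 10 nM preincubated 15 min with compounds at room temperature; reaction started with fluorescent substrate, 50 nM final. Fluorescence read kinetically at 0 and 10 min; buffer-only wells as negative control.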
# Anesthetic bind – binds horse apoferritin like a general anesthetic. apoferritin/1-aminoanthracene competitive binding, fluorescence. Potency, µM (titrated, usually from 77.5 µM), for the others: at the highest dose activity change, negative = displacement, actives largely listed as inhibitors. 350,000 compounds, 0.074% hits. P02791; note: potency is the fitted concentration of half-maximal effect; % is set by controls: 0 for no effect and ±100 for the full control effect; nearly all actives have a fitted effect of over 20% in size
# Target sequence (P02791 2-175 limits assumed): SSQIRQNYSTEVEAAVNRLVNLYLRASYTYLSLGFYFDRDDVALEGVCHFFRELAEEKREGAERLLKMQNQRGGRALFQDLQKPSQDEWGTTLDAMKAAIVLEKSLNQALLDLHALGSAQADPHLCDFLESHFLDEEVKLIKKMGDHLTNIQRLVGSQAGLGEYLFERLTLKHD
#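 Apoferritin-based anesthetic binding model; compound displacement of fluorescent 1-AMA measured as endpoint fluorescence after 10 minutes at room temperature, scaled to free-ligand and complex controls.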
# BLM inh – inhibitors of human Bloom syndrome helicase BLM; P54132; recombinant BLM DNA unwinding, fluorescence dequenching; Potency, µM (series often up to 56.1 µM), for inactives: at the top dose activity change, negative = inhibition, hits mostly inhibitors; 350,000 compounds, 0.2% hits; AID 2528;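 note: potency is the fitted concentration of half-maximal effect; plate controls were vehicle for no effect and no enzyme for full effect; nearly all actives have a fitted effect of over 35% in size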
# POLK inh – inhibitors of human DNA polymerase kappa. Q9UBT6. purified Pol kappa, fluorescent DNA synthesis assay, 10 min. Potency, µM (doses to about 107 µM), for the others: at the highest dose activity, negative = inhibition, most hits filed as inhibitors. 400,000 compounds, 0.53% hits. AID 588579; note: potency is the fitted concentration of half-maximal effect; % is set by controls: 0 for no effect and ±100 for the full control effect
#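 Enzyme at 10 nM met test compounds for 15 min at room temperature. Substrate addition (50 nM final) began the reaction, which was monitored by fluorescence at 0 and 10 min.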
# APE1 inh – blocks human APE1 abasic DNA cleavage. P27695. recombinant APE1, TAMRA/BHQ-2 abasic DNA cleavage fluorescence. Potency, µM (top dose mostly 65.8 µM), for inactives: at the highest dose activity change, negative = inhibition, actives largely listed as inhibitors. 350,000 compounds, 0.35% hits;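 note: potency is the fitted concentration of half-maximal effect; plate controls were vehicle for no effect and reference inhibitor for full effect; nearly all actives have a fitted effect of over 55% in size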
#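 Quantitative HTS: incision of a TAMRA/BHQ-2 double-stranded substrate bearing a tetrahydrofuran abasic site by 0.75 nM APE1 raises fluorescence. Substrate 50 nM final, added after 15 min compound preincubation at room temperature; progress as third-minus-first kinetic read difference.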
# Tb PGK inh – blocks T. brucei phosphoglycerate kinase; PGK/GAPDH coupled, Kinase-Glo luminescence, 60 min; Potency, µM (top dose mostly 57.5 µM), inactives show at the top dose activity change, negative = inhibition, most hits filed as inhibitors; P07378; 380,000 compounds, 0.043% hits; note: potency is the fitted concentration of half-maximal effect; % is set by controls: 0 for no effect and ±100 for the full control effect; nearly all actives have a fitted effect of over 60% in size
#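 Luminescent ATP detection (Kinase-Glo Plus) follows a 60-minute room-temperature incubation, with wells lacking PGK as controls. Buffer: 100 mM TEA (pH 7.6), 5 mM MgCl2, 0.01% Tween-20. Coupling enzyme GAPDH (100 nM final) supplies unstable 1,3-BPG in-well.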
# POLH inh – blocks human DNA polymerase eta activity; Q9Y253; recombinant Pol eta, fluorescent DNA replication assay; Potency, µM (top dose mostly 114 µM), without a hit: at the top dose activity change, negative = inhibition, most hits filed as inhibitors; 390,000 compounds, 1.2% hits; AID 588591; note: potency is the fitted concentration of half-maximal effect; % is set by controls: 0 for no effect and ±100 for the full control effect
#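 Pol eta (10 nM) was preincubated with compounds for 15 min at room temperature, after which fluorescent replication substrate (50 nM final) was added to start the reaction. Fluorescence was read kinetically at 0 and 10 min.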
# An asterisk follows results filed as active; i = inactive; u = inconclusive; x = not tested or not shown; & = joins results of further samples; [ ] = another dose, or the depositor's remark. Unless noted, calls come from the whole dose curve; as a rule, active = well fitted curve in the direction sought with a large enough effect; inconclusive = small, poorly fitted or top-dose-only effect, or another doubt; inactive = no such curve, though single readings can be large; an effect the other way counts as inactive or inconclusive. The list is partial; the hit share may differ from the screen's.
POLB inh | Tb PGK inh | BLM inh | Pol iota inh | POLK inh | POLH inh | RXFP1 antag | molecule | APE1 inh | Anesthetic bind
1% | -17% | -1% | 37%[activator] | 3% | -15% | -5 | O=C(CSc1nnc(-c2cccs2)o1)Oc1ccccc1 | x | -19%
53% | x | 4% | x | x | x | x | Cc1c(C(=O)NCCCN2CCOCC2)sc2nc(-c3ccccc3)cn12 | -2% | -6%
4% | -5% | -2% | -23% | -2% | -21% | 5 | O=C(NCCCn1ccnc1)c1ccc2ccccc2c1 | 10% | -2%
-7% | -5% | -8% | 72%[activator] | -7% | 3% | -33 | CN1CC=C2C(C#N)=C(N)C(C#N)(C#N)[C@H](c3cccs3)[C@H]2C1 | u | 10%
x | -2% | x | 4% | -20% | -16% | -10 | O=C(COC(=O)c1cc2ccccc2cc1O)NC1CCCCC1 | 18% | x
x | -6% | x | 0% | -8% | -7% | -4 | CC1CC1C(=O)OCC(=O)Nc1ccc(Cl)cn1 (stereo not drawn) | 27% | x
-7% | 2% | -3% | 45%[activator] | -19% | -18% | -13 | CN(C(=S)NC1CCCCC1)C1(c2ccccc2Cl)CCCCC1=O (stereo not drawn) | -1% | -6%
-30% | i | 1% | -7% | -8% | -7% | 18 | O=C(COCc1nc2ccccc2c(=O)[nH]1)NC1CCCC1 | -4% | -19%
28%&-24% | 8%&4% | 1%&2% | 136%&18%[activator] | -9% | 1%&-13% | -5&5 | O=C(CCn1cnnn1)Nc1ccccc1 | u | 3%&-1%
x | -8% | x | 10% | -16% | -18% | 5 | CCOC(=O)C1CCCN(C(=O)c2ccccc2NS(=O)(=O)c2ccc(F)cc2)C1 (stereo not drawn) | 31% | x
31% | -5% | -5% | 12% | 0% | -4% | 5 | Cn1c(=O)c2c(nc(Br)n2CCCc2ccccc2)n(C)c1=O | 6% | -8%
x | 1% | x | 35%[activator] | -18% | -14% | 3 | Nc1ncnc2c1cnn2C1CC(O)C(CO)O1 (stereo not drawn) | x | x
x | -10% | x | -21% | 0% | 2% | 4 | COc1ccc(CNC(=O)COC(=O)c2ccc(C)c(S(=O)(=O)N3CCOCC3)c2)cc1 | 5% | x
16% | 1% | -2% | 63%[activator] | -14% | -18% | 12 | COc1ccccc1C(=O)NC(=S)N1CCCc2ccccc21 | 1% | u
x | -1% | x | -14% | -13% | -11% | -12 | CCCCN(C(=O)COC(=O)c1ccc(C=O)cc1)c1c(N)n(CCC)c(=O)[nH]c1=O | -4% | x
10% | 1% | -1% | 11% | -4% | 1% | 9 | O=C(COc1ccccc1-c1ccccc1)N/N=C/c1ccccn1 | 1% | u
-15% | -4% | -11% | -3% | -25% | -24% | x | CCCC1=Nc2cc(C(=O)NCC(C)c3ccccc3)ccc2Sc2ccccc21 (stereo not drawn) | x | -7%
x | x | -2% | x | -2%[60.1 µM] | x | x | CC(=O)OC1CC2C(C)(C)C(O)CC(O)[C@@]2(C)C2CC[C@@]3(C)C(=CC(=O)OC3c3ccoc3)[C@]12C (stereo partly drawn) | 14% | u
7% | 1% | -6% | 55%[activator] | -12% | 6% | -6 | COC(CNC(=O)CNC(=S)N(CCCN1CCOCC1)Cc1cccs1)OC | 12% | -4%
14% | -4% | 2% | 116%[activator] | -12% | -16% | -5 | O=S(=O)(N/N=C/c1ccc(N2CCOCC2)cc1)c1ccccc1 | 2% | -16%
24%[57.1 µM] | x | x | 6%[58.9 µM] | x | -2%[57.1 µM] | x | C[C@@H](Oc1ccc(Oc2cnc3ccc(Cl)cc3n2)cc1)C(=O)O | -4% | x
x | i | -3% | 14% | -5% | -8% | -2&-7 | CN1C(CCl)Nc2cc(Cl)c(S(N)(=O)=O)cc2S1(=O)=O (stereo not drawn) | x | x
-18% | -8% | 0% | 15% | -8%[60.1 µM] | -7% | x | COc1ccc(OC)c(S(=O)(=O)NCCc2sc(C)nc2C)c1 | x | 5%
-1% | 9% | -4% | 122%[activator] | -8% | -13% | -5 | CCOc1ccc(N(CC(=O)NC2CCCCC2)C(=O)CNC(=O)c2cccs2)cc1 | 45%[activator] | 7%
0% | -4% | 2% | 47%[activator] | -4%[60.1 µM] | -13% | -5 | Cc1ccccc1Cn1c(Oc2ccccc2F)nc2c1c(=O)n(C)c(=O)n2C | x | -10%
-7% | i | 0% | 25% | 3% | -23% | -8 | COc1ccc(C)cc1N(CC(=O)N1CCCCCC1)S(=O)(=O)c1ccc(C)cc1 | 8% | -15%
17% | 1% | 1% | -12% | -9% | 2% | 20 | CCCc1ccc(OCC(O)CN2CCN(c3ccccn3)CC2)cc1 (stereo not drawn) | 9% | -2%
3% | -12% | -6% | -7% | 11% | -13% | -10 | Cc1ccc(NC(=O)CCN2CC(C)OC(C)C2)cc1 (stereo not drawn) | 14% | 1%
21% | -2% | 2% | u | -14% | -11% | 2 | CC(=O)Cc1nsc(NC(=O)C2Cc3ccccc3C(=O)O2)n1 (stereo not drawn) | -5% | 1%
-28% | i | -1% | u | u | u | 3 | O=C(O)C1C2C=CC(C2)C1C(=O)NCc1ccoc1 (stereo not drawn) | 3% | 2%
20% | 2% | -13% | 4% | -10% | -15% | x | COc1ccc(NC(=O)c2nc[nH]c2C(=O)N[C@H](C)c2ccccc2)cc1 | -7% | -24%
15% | -1% | -13% | 13% | -29% | -24% | 2 | COc1ccc(NC(=O)c2oc3ccccc3c2NC(=O)C2CC2)cc1OC | -13% | -2%
x | i | x | -14% | -11% | u | 3 | Cc1cc(Br)ccc1Nc1nc(N)nc(N)c1N=O | x | x
x | -6% | x | 29% | 6% | -8% | -1 | CCC(C)c1ccccc1N1CC(C(=O)NCCC2=CCCCC2)CC1=O (stereo not drawn) | 19% | x
-1% | -5% | -1% | 13% | -7% | -14% | x | COc1ccc(C2CC(=O)N(CC(=O)Nc3cc(C)ccc3C)c3ccccc3S2)cc1 (stereo not drawn) | x | -9%
-2% | -12% | -3% | -9% | -13% | -3% | 17 | Clc1ccc(-c2nnc(CSc3nnc(-c4cccs4)n3Cc3ccccc3)o2)cc1 | -1% | -11%
7% | -4% | 6% | -18% | -5% | 4% | 4 | COC(=O)COc1cccc2c(=O)n(CC(=O)N3CCCc4ccccc43)ccc12 | -3% | -8%
61% | i | 1% | -8% | 4% | -4% | 0 | CCOC(=O)N1CCN(C(=O)C2CCN(S(=O)(=O)c3ccc(OCC)cc3)CC2)CC1 | 4% | -8%
11% | -4% | 4% | 9% | -12% | -7% | x | Cc1ccc(-n2nc3c(=O)n(CC(=O)c4ccc(F)cc4)nc(C)c3c2C)cc1 | -4% | -17%
25% | -7% | -1% | 28% | -9% | -8% | 9 | COc1ccc(-n2c(=O)c3ccccc3n(Cc3ccc(F)cc3)c2=O)cc1OC | -2% | -8%
27% | -2% | -1% | -2% | -16% | -16% | 7 | COc1ccc(N2CCN(C(=O)C3CC(O)CN3S(=O)(=O)c3ccc([N+](=O)[O-])cc3)CC2)cc1 (stereo not drawn) | -1% | 5%
x | i | x | 5% | -5% | -25% | -10 | Cc1ccc(C)c(OCCC(=O)OCC(=O)Nc2ccc(C)c(S(=O)(=O)N3CCCCC3)c2)c1 | 27% | x
u | 7% | -5% | 27% | 4% | -22% | -1 | CC(C)(C)c1ccc(C(=O)NNC(=S)NCC2CCCO2)cc1 (stereo not drawn) | 2% | 5%
22% | -4% | 1% | 9% | -18% | -7% | 6 | Cc1ccc(-n2c(Cc3cccn3C)nnc2SCC(=O)NC2CCCCC2)cc1 | -2% | -17%
17% | x | -12% | x | x | x | x | COc1ccc(/C(O)=C2/C(=O)C(=O)N(c3ncccn3)C2c2ccc(C(C)(C)C)cc2)cc1 (stereo not drawn) | 2% | -8%
x | -5% | x | 8% | -11% | -20% | -7 | COc1ccc(-c2csc(NC(=O)CSCC(=O)Nc3cc(C)on3)n2)cc1 | 20% | x
14% | -2% | -9% | 9% | -9% | 14% | -13 | O=c1cc(CO)occ1OCc1ccccc1 | -7% | -17%
x | -4% | x | -13% | -3% | -7% | x | CCOC(=O)[C@H]1[C@H]2COc3ccc(Cl)cc3[C@@H]2N2C(=O)c3cc(F)c(F)cc3NC(=O)[C@@]12C | 4% | x
17% | 4% | -8% | 10% | -10% | 2% | -2 | CC(C)Oc1ccc(CCC(=O)NNC(=S)NCc2ccccc2)cc1 | 1% | -8%
27% | -6% | -7% | 1% | -3% | -15% | -11 | O=C1CC(c2ccc(F)cc2)SC(N(c2ccccc2)c2ccccc2)=N1 (stereo not drawn) | 31%[activator] | -9%

# One compound at a time, as listed above. Order of values: POLB inh, Tb PGK inh, BLM inh, Pol iota inh, POLK inh, POLH inh, RXFP1 antag, APE1 inh, Anesthetic bind
# Entry for COc1ccc(NC(=O)c2oc3ccccc3c2NC(=O)C2CC2)cc1OC → 15%, -1%, -13%, 13%, -29%, -24%, 2, -13%, -2%
# Entry for CCOC(=O)[C@H]1[C@H]2COc3ccc(Cl)cc3[C@@H]2N2C(=O)c3cc(F)c(F)cc3NC(=O)[C@@]12C → x, -4%, x, -13%, -3%, -7%, x, 4%, x
# Entry for O=c1cc(CO)occ1OCc1ccccc1 → 14%, -2%, -9%, 9%, -9%, 14%, -13, -7%, -17%
# Entry for COc1ccc(-c2csc(NC(=O)CSCC(=O)Nc3cc(C)on3)n2)cc1 → x, -5%, x, 8%, -11%, -20%, -7, 20%, x
# Entry for COc1ccc(N2CCN(C(=O)C3CC(O)CN3S(=O)(=O)c3ccc([N+](=O)[O-])cc3)CC2)cc1 (stereo not drawn) → 27%, -2%, -1%, -2%, -16%, -16%, 7, -1%, 5%

# 2 compounds from above with just BLM inh, RXFP1 antag and Pol iota inh.
Molecule,BLM inh,RXFP1 antag,Pol iota inh
COc1ccc(-n2c(=O)c3ccccc3n(Cc3ccc(F)cc3)c2=O)cc1OC,-1%,9,28%
Cc1ccc(-n2c(Cc3cccn3C)nnc2SCC(=O)NC2CCCCC2)cc1,1%,6,9%
